# Screens deposited in PubChem by The Scripps Research Institute Molecular Screening Center.
# PLC-gamma1 inh – inhibitors of human phospholipase C gamma1; inhibition, % at 12.2 µM; purified PLC-gamma1, fluorogenic substrate, fluorescence; P19174; 0.84% of 370,000 active; in the data active = inhibition above about 9.5%
# Target sequence (P19174 whole entry, looked up): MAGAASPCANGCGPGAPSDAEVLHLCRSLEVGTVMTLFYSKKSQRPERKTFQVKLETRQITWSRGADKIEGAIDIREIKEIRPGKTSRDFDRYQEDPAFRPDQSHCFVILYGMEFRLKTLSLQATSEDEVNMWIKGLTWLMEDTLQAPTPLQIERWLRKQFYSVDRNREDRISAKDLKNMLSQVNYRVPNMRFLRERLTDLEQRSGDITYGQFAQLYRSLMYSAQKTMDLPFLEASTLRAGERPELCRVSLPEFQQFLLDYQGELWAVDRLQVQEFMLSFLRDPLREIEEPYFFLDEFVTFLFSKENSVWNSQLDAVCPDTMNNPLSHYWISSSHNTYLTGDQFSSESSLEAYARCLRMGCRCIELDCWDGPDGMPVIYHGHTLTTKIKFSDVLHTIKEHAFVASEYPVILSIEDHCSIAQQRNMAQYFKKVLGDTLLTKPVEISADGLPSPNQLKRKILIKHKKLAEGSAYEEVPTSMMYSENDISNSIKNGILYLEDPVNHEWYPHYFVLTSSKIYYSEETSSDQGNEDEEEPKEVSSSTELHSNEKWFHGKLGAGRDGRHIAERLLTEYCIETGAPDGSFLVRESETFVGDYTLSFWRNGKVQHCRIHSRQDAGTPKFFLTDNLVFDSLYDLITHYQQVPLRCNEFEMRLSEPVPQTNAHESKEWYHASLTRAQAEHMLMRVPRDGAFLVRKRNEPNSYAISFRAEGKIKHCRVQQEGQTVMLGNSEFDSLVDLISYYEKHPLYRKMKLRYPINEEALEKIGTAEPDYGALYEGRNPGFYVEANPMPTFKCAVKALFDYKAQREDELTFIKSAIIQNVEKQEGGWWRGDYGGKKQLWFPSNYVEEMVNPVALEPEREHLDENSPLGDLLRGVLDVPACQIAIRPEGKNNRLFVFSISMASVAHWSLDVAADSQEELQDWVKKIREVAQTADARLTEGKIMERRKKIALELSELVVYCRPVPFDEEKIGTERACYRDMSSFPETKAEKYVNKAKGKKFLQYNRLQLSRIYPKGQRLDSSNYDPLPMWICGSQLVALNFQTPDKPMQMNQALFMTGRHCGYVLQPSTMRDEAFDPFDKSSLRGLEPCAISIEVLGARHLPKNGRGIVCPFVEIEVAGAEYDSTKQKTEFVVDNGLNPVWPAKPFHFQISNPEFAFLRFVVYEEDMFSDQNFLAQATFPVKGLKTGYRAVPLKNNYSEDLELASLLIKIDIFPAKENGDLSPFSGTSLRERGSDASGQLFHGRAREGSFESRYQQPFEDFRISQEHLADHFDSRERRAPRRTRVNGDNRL
# KLK7 zymogen act – activators of human kallikrein-7 zymogen; purified proKLK7, EDANS-DABCYL substrate fluorescence; 100% is mature enzyme control, 0% vehicle; activation, % at 7 µM; 0.9% of 370,000 active; AID 652039;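 active = activation above the mean of all tested compounds plus 3 SD, computed per campaign excluding outliers beyond control limits, cut at about 13% in these data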
# ARFGAP1 inh – inhibits rat ARF GTPase activating protein 1. inhibition, % at 16.5 µM. 0.26% of 360,000 active. Arfgap1-stimulated ARF1 GTP hydrolysis, GDP FP detection. Q62848;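 active = inhibition above a per-plate limit, mean inhibition of low control wells plus 3 SD, cut at about 25% in these data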;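 note: 0% = DMSO wells with enzyme and 100% = wells lacking Arfgap1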
#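 system = rat Arfgap1 catalytic domain, aa 1-136 | technique = FP, GDP Alexa 633 tracer displaced from anti-GDP antibody, 620/688 nm | compound = one concentration, 16.5 µM, DMSO 1.26% | medium = HEPES-based buffer, pH 7.5 | timing = compound-enzyme preincubation 20 min, reaction 120 min, detection 60 min, 25 °C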
# ASAP1 GAP inh – blocks human ASAP1-stimulated Arf1 GTP hydrolysis; GDP FP detection; inhibition, % at 16.5 µM; 0.19% of 360,000 active; in the data active = inhibition above about 25%;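 note: 0% = vehicle with enzyme and substrate and 100% = no enzyme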
# ADAM17 inh – inhibits human ADAM17. recombinant ADAM17, EDANS/DABCYL FRET peptide cleavage. inhibition, % at 6.95 µM. 0.83% of 370,000 active. AID 720648;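 active = inhibition above the mean of compounds lying between control limits plus 3 SD, set per campaign, cut at about 8.5% in these data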;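 note: 0% = DMSO-only wells as the low control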
# Tn7 DDE FP – inhibitors of Tn7 peptide binding to human fibrin DD(E); 0.13% of 370,000 active; inhibition, % at 8.3 µM; FP displacement of FITC-Tn7 peptide from fibrin DD(E); 0% = median of compound wells per plate; P02675;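 active = inhibition above the mean of compounds falling within the control limits plus 3 SD of them, cut at about 14% in these data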;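 note: 0% = plate median of compound wells and 100% = 10 µM Aha-Tn7 peptide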
#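 Also added: labelled Tn7 tracer, 0.1 µM; Assay system: human fibrin DD(E) protein; Amount: 2 µM fibrin DD(E); Schedule: 10 min compound pre-incubation, 3 h probe incubation at room temperature; Repeats: one replicate per compound; Read-out basis: percent inhibition; Measured by: fluorescence polarization of the labelled Tn7 tracer.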
# LEDGF integ inh – blocks HIV-1 LEDGF/p75-dependent DNA integration. TR-FRET IN-LEDGF/p75 DNA integration, Eu/Cy5. inhibition, % at 3.7 µM. 0.64% of 370,000 active;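 active = inhibition above the screen-wide mean plus 3 SD, cut at about 13% in these data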;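 note: signal is the Cy5 over europium emission ratio at 671 and 618 nm; 0% = plate median of compound wells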
# DDE Tn6 FP inh – disrupts Tn6 cyclic peptide binding to fibrin D-Dimer-E complex | P02675 | Fibrin DD(E) TRITC-Tn6 fluorescence polarization displacement | inhibition, % at 8.3 µM | 0.21% of 370,000 active | AID 720509;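 active = inhibition above a per-campaign cutoff: mean of compounds within control limits plus 3 SD, cut at about 15% in these data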;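 note: 0% = median of all compound wells on the plate and 100% = blocking peptide control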
# TDP2 absorb – blocks human TDP2 phosphodiesterase activity; O95551; recombinant TDP2, T5PNP hydrolysis, p-nitrophenol absorbance 415 nm; inhibition, % at 12.8 µM; 0.34% of 370,000 active; AID 720702;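 active = inhibition above the mean of all tested compounds plus 3 SD, set per campaign, cut at about 25% in these data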;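 note: 0% = DMSO with enzyme and 100% = buffer with substrate but no TDP2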
#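 Assay system: recombinant human TDP2 / Reagent: T5PNP substrate at 5 mM, a TopII-DNA adduct mimic / Measured by: epi absorbance from released p-nitrophenol / Evaluation: % inhibition relative to enzyme-containing and enzyme-free wells / Control set: enzyme-free and DMSO wells / Replicates: each compound tested once, singlicate / Schedule: enzyme reaction with compound for 2 h at 37 °C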
# ADAM10 inh – ADAM10 inhibition, QFRET primary screen. 0.62% of 370,000 active. O14672. AID 720582. recombinant ADAM10, EDANS/DABCYL FRET peptide cleavage, 3 h. inhibition, % at 7 µM;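 active = inhibition above a per-campaign cutoff equal to the mean of compounds falling between control-based bounds plus 3 SD, cut at about 20% in these data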;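 note: 0% = DMSO wells while the 100% control is not disclosed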
# The depositor's hits bear a star; nt = no result given.
SMILES,PLC-gamma1 inh,KLK7 zymogen act,ARFGAP1 inh,ASAP1 GAP inh,ADAM17 inh,Tn7 DDE FP,LEDGF integ inh,DDE Tn6 FP inh,TDP2 absorb,ADAM10 inh
COc1ccc(NC(=S)NNC(=O)C(C)n2nc(C)c([N+](=O)[O-])c2C)cc1 (stereo not drawn),1,-0.1,-4,-14,-1,-3,2,2,3,2
O=C(OC1CCN(c2ncc(C(F)(F)F)cc2Cl)CC1)c1ccc(Cl)cc1,-107,-0.3,-6,-7,-2,0,-1,1,0,-8
O=C(COc1ccc(C(=O)c2ccc(F)cc2)cc1)NCc1ccc(F)cc1,-1,0.3,2,-4,2,-9,2,-5,0,7
CCCN(CC(=O)Nc1ccc(Cl)cc1Cl)Cc1cc(=O)n2ccsc2n1,-4,0.0,-11,2,-2,-10,2,-2,3,1
Cn1cc(CN2CCN(CCO)CC2)c(-c2ccc(Oc3ccccc3)cc2)n1,0,0.6,11,-1,-2,1,4,-14,9,3
C[C@H]1CN([C@@H](C)CO)C(=O)Cc2cc(NC(=O)Cc3cn(C)c4ccccc34)ccc2O[C@@H]1CN(C)S(=O)(=O)c1cn(C)cn1,1,0.9,13,-3,-3,-3,-6,-2,-3,-12
COC(=O)COc1ccc2occ(C(C)=O)c2c1,-2,0.2,5,-10,-6,3,1,-3,7,-9
C/C(=N\NC(N)=O)c1ccc(-n2ccnc2)cc1,-2,0.4,2,9,1,-5,-8,-1,0,-4
Cc1cc(C)c2oc(C(=O)N(Cc3ccccc3)C3CCS(=O)(=O)C3)cc(=O)c2c1 (stereo not drawn),-27,-0.2,8,-1,-16,7,0,-7,3,-23
COC(=O)c1cc2c(c3c4cc(C)ccc4n(S(=O)(=O)c4ccc(OC)cc4)c13)C(=O)N(Cc1ccccc1)C2,-15,-3.8,1,-10,-5,2,-4,3,-5,-2
Cc1ccccc1Nc1nnc(C)c(=O)[nH]1,-4,0.4,-1,-10,-1,-2,0,-7,11,4
Cc1cccc(-n2ncc3c2CCCC3NC(=O)Cn2cccn2)c1C (stereo not drawn),1,0.1,-14,-1,-4,2,1,-2,5,-8
Cc1ccc(C=C2SC(=S)N(CCCC(=O)Nc3cccc(C(=O)O)c3)C2=O)cc1,-1,-0.2,-2,-8,-5,4,-3,-4,7,-8
COC(=O)CCC(=O)N1CCOCCOCCN(C(=O)CCC(=O)OC)CCOCCOCC1,2,0.2,-1,-13,2,7,-2,5,-5,6
CCNc1ccc(C(=O)OCC(=O)N2CCCC2)cc1[N+](=O)[O-],1,-0.1,10,-1,1,-7,2,4,3,2
CN1CCN(c2ccc(Cl)cc2NC(=O)CC2OC(=O)c3ccccc32)CC1 (stereo not drawn),7,0.3,11,-5,-4,-6,1,-5,7,-1
CCOC(=O)c1ccc(N2CCN(c3ccccc3F)CC2)c(NC(=O)Nc2cccc(OC)c2)c1,-8,-1.0,4,4,-10,3,1,-4,1,-9
O=C(CCNC(=O)c1ccco1)Nc1ccccc1OC(F)F,-32,-0.3,2,10,-3,5,-7,-3,6,2
CN(C)c1cccc(/C=C2\CC3(OC(=O)c4ccccc4)CCCN2C3)c1 (stereo not drawn),0,0.4,nt,nt,-2,9,-1,-5,-2,-2
COc1cc(C(=O)NCCc2cc3c(OC)ccc(OC)c3[nH]c2=O)cc(OC)c1OC,-186,1.2,10,6,-18,4,-1,0,-10,-26
CN1CCN(C(=O)c2cc3nc(-c4ccccc4)cc(C(F)(F)F)n3n2)CC1,-113,2.0,14,-11,-16,10,2,3,8,-40
COc1ccc(NCC(=O)Nc2ccc(Cl)cc2C)c(OC)c1,-12,0.3,-1,-17,-4,-2,2,11,8,-5
Cc1ccc(NC(=O)CSc2nc(CSc3ccc(C)cc3)cc(=O)[nH]2)cc1,1,-0.1,2,16,2,2,3,8,0,10
Cn1cnc(Sc2ncnc3nc[nH]c23)c1[N+](=O)[O-],0,-0.8,3,7,-3,0,3,2,-7,8
CSc1ncccc1C(=O)OCC(=O)c1ccccc1Br,4,-0.3,-10,-11,4,-4,-2,0,-17,3
Cc1cc(C)c2c(=O)[nH]c(SCC(=O)N3CCCCC3)nc2n1,-3,-0.1,5,-6,-6,5,-1,1,-10,-17
COC(=O)Cn1c(=O)c2c(nc3n2CCCN3Cc2ccccc2)n(C)c1=O,2,-0.6,2,-12,-5,-5,-1,-2,6,-2
CCOC(=O)C1CCCN(C(=O)COc2ccc(S(=O)(=O)N(CC)c3ccccc3)cc2)C1 (stereo not drawn),0,-0.7,8,-15,2,0,1,6,0,8
COCCn1c(=S)[nH]c2cc(C(=O)N3CCc4ccccc4C3)ccc2c1=O,1,0.6,5,8,-4,-4,3,3,5,14
COc1ccccc1N(CC(=O)NCc1ccccc1)C(=O)CCC(=O)Nc1ccccn1,0,0.3,-12,-8,-2,-8,0,-1,-1,-6
O=C(NCCO)C(=O)Nc1cc2c3c(c1)CCC(=O)N3CCC2,2,0.1,-1,-11,-2,3,1,7,-4,-2
COCc1cc(C)nc2oc(C(=O)c3ccccc3)c(N)c12,-20,-10,7,-6,-10,-3,3,0,-3,-25
CC1CCc2c(sc(Nc3nc4c(F)cccc4s3)c2C(N)=O)C1 (stereo not drawn),-250,-2.8,7,8,-48,-7,-3,-2,3,-133
CCOC(=O)C(C)Sc1nc(-c2ccccn2)ncc1OC (stereo not drawn),-4,-0.7,3,-20,-1,5,5,1,0,0
C/C(=N/NC(=O)CC(=O)N/N=C(\C)c1ccc([N+](=O)[O-])cc1)c1ccc([N+](=O)[O-])cc1,-1,-0.7,-1,-4,-5,-5,1,-1,3,-7
Cc1nc(C(=O)N2CCOCC2)sc1C1(C)CC(c2ccccc2)=NO1 (stereo not drawn),0,0.0,7,8,0,-1,1,-4,1,0
O=C(Nc1cccs1)N1CCN(c2ncccn2)CC1,-7,0.0,-6,9,-1,2,-1,7,-4,-10
CC[C@@H]1CC2=C(C(=O)OC(C)(C)O2)[C@H](c2ccc(F)cc2)O1,7,0.6,10,-5,2,-2,2,-2,-1,-2
CN(Cc1cccs1)C(=O)c1cccc(S(=O)(=O)N2CCCCCC2)c1,1,0.5,5,6,-3,1,-3,1,4,-8
COc1cc(OC)cc(C(=O)N2CCN(Cc3ccccc3C(F)(F)F)CC2)c1,4,0.6,7,4,0,3,2,1,5,11

# Two successive records out of the list so far, for reference:
SMILES,PLC-gamma1 inh,KLK7 zymogen act,ARFGAP1 inh,ASAP1 GAP inh,ADAM17 inh,Tn7 DDE FP,LEDGF integ inh,DDE Tn6 FP inh,TDP2 absorb,ADAM10 inh
COc1ccc(NC(=S)NNC(=O)C(C)n2nc(C)c([N+](=O)[O-])c2C)cc1 (stereo not drawn),1,-0.1,-4,-14,-1,-3,2,2,3,2
O=C(OC1CCN(c2ncc(C(F)(F)F)cc2Cl)CC1)c1ccc(Cl)cc1,-107,-0.3,-6,-7,-2,0,-1,1,0,-8

# (cont.)
SMILES,PLC-gamma1 inh,KLK7 zymogen act,ARFGAP1 inh,ASAP1 GAP inh,ADAM17 inh,Tn7 DDE FP,LEDGF integ inh,DDE Tn6 FP inh,TDP2 absorb,ADAM10 inh
CC1CCc2nc3sc4c(c3c(N)c2C1)CCCC4 (stereo not drawn),-13,-0.2,7,2,-4,7,1,1,-5,-1
CCSc1nnc(NC(=O)CCC2CCCCC2)s1,0,0.8,3,3,-1,-8,0,3,3,-1
CCCCCCC(=O)Nc1ccc(C(=O)N/N=C/c2cccnc2)cc1,2,-0.6,9,1,1,2,-2,0,3,0
O=C(NCCO)C(=O)NCC1CCCN1S(=O)(=O)c1cccs1 (stereo not drawn),-2,0.2,-10,9,-1,-7,1,0,4,-3
O=C(COc1ccc(S(=O)(=O)N2CCOCC2)cc1)Nc1ccccc1C(F)(F)F,1,0.9,-3,2,-2,1,6,-7,-7,-1
COC(=O)c1c(-c2c(Cl)cccc2Cl)noc1C(=O)NN,-2,0.7,1,7,4,0,-1,11,1,0
CS(=O)(=O)Nc1ccc(C(=O)N2CC(=O)Nc3ccccc32)cc1,2,0.0,-12,-3,-3,4,-1,6,0,-14
COc1cc(NC(=O)CCN2CCN(C/C=C/c3ccccc3)CC2)cc(OC)c1,-2,0.0,4,3,1,5,-1,5,-1,5
COC(=O)Nc1sc2c(c1C(=O)NC1CC1)CCCCCC2,-3,-0.4,-1,1,-2,-1,-1,3,3,-3
Cc1ccc2oc(C(=O)N3CCN(Cc4nccn4C)CC3)c(C)c2c1,0,1.0,7,8,-2,2,0,0,-6,3

# Four of these compounds, reformatted.
mol: Cn1cc(CN2CCN(CCO)CC2)c(-c2ccc(Oc3ccccc3)cc2)n1
  PLC-gamma1 inh: 0
  KLK7 zymogen act: 0.6
  ARFGAP1 inh: 11
  ASAP1 GAP inh: -1
  ADAM17 inh: -2
  Tn7 DDE FP: 1
  LEDGF integ inh: 4
  DDE Tn6 FP inh: -14
  TDP2 absorb: 9
  ADAM10 inh: 3

mol: Cc1cc(C)c2oc(C(=O)N(Cc3ccccc3)C3CCS(=O)(=O)C3)cc(=O)c2c1 (stereo not drawn)
  PLC-gamma1 inh: -27
  KLK7 zymogen act: -0.2
  ARFGAP1 inh: 8
  ASAP1 GAP inh: -1
  ADAM17 inh: -16
  Tn7 DDE FP: 7
  LEDGF integ inh: 0
  DDE Tn6 FP inh: -7
  TDP2 absorb: 3
  ADAM10 inh: -23

mol: CC[C@@H]1CC2=C(C(=O)OC(C)(C)O2)[C@H](c2ccc(F)cc2)O1
  PLC-gamma1 inh: 7
  KLK7 zymogen act: 0.6
  ARFGAP1 inh: 10
  ASAP1 GAP inh: -5
  ADAM17 inh: 2
  Tn7 DDE FP: -2
  LEDGF integ inh: 2
  DDE Tn6 FP inh: -2
  TDP2 absorb: -1
  ADAM10 inh: -2

mol: COC(=O)c1cc2c(c3c4cc(C)ccc4n(S(=O)(=O)c4ccc(OC)cc4)c13)C(=O)N(Cc1ccccc1)C2
  PLC-gamma1 inh: -15
  KLK7 zymogen act: -3.8
  ARFGAP1 inh: 1
  ASAP1 GAP inh: -10
  ADAM17 inh: -5
  Tn7 DDE FP: 2
  LEDGF integ inh: -4
  DDE Tn6 FP inh: 3
  TDP2 absorb: -5
  ADAM10 inh: -2
